Screens as filed in PubChem.
WT yeast gro inh: growth inhibition of WT strain, primary screen, mitochondrial fusion inhibitor project, WT and mutant strains, chemical genetic; actives 2.1% (n = 190,000); mitochondrial fusion phenotypic screen; inhibition, % at 10 µM; AID 1362, 2008; in the data active = inhibition above about 58%; tested in S. cerevisiae
Insulin prom up: insulin promoter activators in MIN6 cells, imaging, high-content screening, mouse beta cells; MIN6 insulin promoter-GFP reporter; hits give high values; z-score at 5 µM; actives 0.3% (n = 190,000);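 active = z-score above 3 at 5 µM with at least 500 cells counted in the well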
bCat nuc transl: modulators of beta-catenin nuclear translocation, primary screen, imaging, HeLa cells, immunofluorescence, high-content. nuclear translocation activity, % at 5 µM. AID 1665, 2009. actives 0.3% (n = 190,000);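 active = nuclear translocation activity above 50% at 5 µM, with a well cell count of 50 or more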;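 note: per-cell ratio of nuclear to cytoplasmic median beta-catenin stain intensity; plate controls were DMSO negative control for no effect and GSK-3 inhibitor IX positive control for full effect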
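Test system: human HeLa cells, endogenous beta-catenin. Times: 24 h compound exposure, 37°C. Measured by: beta-catenin immunofluorescence imaging with DAPI.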
XIAP displacement: XIAP antagonists, biochemical, IAP family, fluorescence polarization (AID 1018). displacement, % at 20 µM, or IC50 in µM where a hit was titrated. actives 0.007% (n = 200,000). XIAP BIR domain, fluorescence polarization peptide displacement; higher % means a stronger effect; in the data active = displacement above about 50%; note: a part of the inactive calls stands beside numbers as strong as those of hits
CSM14.1 death rescue: rescue of cells from ER stress-induced death, primary screen, 384-well, CSM14.1, thapsigargin, ATP luminescence (AID 1222); CSM14.1 thapsigargin-induced death rescue, ATP luminescence; higher % means a stronger effect; cellular ATP content (survival), % at 20 µM, or EC50 in µM where a hit was titrated; 190,000 tested, under 10 active;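 active = EC50 below 50 µM in the dose-response confirmation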;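 note: death triggered by thapsigargin at about 15 µM added after 2 h compound pretreatment; cell ATP read after overnight thapsigargin exposure of roughly 18 to 22 hours; normalized against plate controls of thapsigargin alone and 5% DMSO vehicle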
MT stabilize HCS: microtubule stabilizers in HeLa cells, primary screen, imaging, high-content imaging; % tubulin-high responders, % at 10 µM; HeLa tubulin immunostaining HCS, 24 h; share of cells brighter than vehicle mean+2SD; actives 0.83% (n = 200,000);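 active = plate Z-score above 3 for both tubulin-high and condensed-nucleus cell shares, with cell loss under 80%, at 10 µM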;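 note: anti alpha tubulin signal scored within the nucleus-defined area of each cell; some results filed as inactive read as strong as hits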
Lipid droplet: inhibitors of hepatocyte lipid droplet formation, primary screen, imaging, high-throughput imaging, BODIPY stain | actives 0.4% (n = 240,000) | AML12 mouse hepatocytes, oleate lipid droplets | inhibition, % at 6.5 µM;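 active = lipid droplet intensity inhibited by at least 50%, with more than 500 cells counted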
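Technique: fluorescence imaging, 20x objective, two fields per well / Assay system: AML12 hepatocytes (mouse) / Measure: % inhibition of lipid droplet signal / Doses: 6.5 µM single-point dosing / Incubation: overnight exposure / Reagent: 100 µM oleic acid challenge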
Dynein transport: inhibitors of GR-EGFP nuclear translocation, primary screen, dynein cargo transport inhibitor project, imaging, high-content, 3617.4 mouse cells. test concentration mostly 20 µM; stimulated with dexamethasone, 1 µM; hits give low values. z-score, hits read low. actives 0.47% (n = 220,000);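 active = plate z-score of nuclear minus cytoplasmic receptor signal below a set negative limit, without overly bright fluorescence or cell loss, cut at about -3.5 in these data, passing the limit was not always enough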;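 note: z-score of nuclear minus cytoplasmic ring GR-EGFP intensity difference per well; some compounds called inactive have numbers as strong as hits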
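Also added: dexamethasone, 1.0 µM final. Medium: tet-free, stripped-serum medium. Detection: fixed, Hoechst-stained cells imaged at 10x for EGFP. Read-out: nuclear-to-cytoplasmic GR-EGFP distribution per well. Times: induction 48 h, compound 1 h, agonist 30 min.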
Autophagy mod: autophagy modulators in MEF cells, primary screen, imaging, high-content, MEF GFP-LC3; MEF GFP-LC3 puncta imaging; test concentration mostly 10 µM; calls only at 10 µM (by protocol); actives 0.98% (n = 190,000); AID 463193, 2010;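 active = percentage of spot-positive cells more than 3 SD above its plate mean, without a fluorescence outlier flag or 80% toxicity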;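 note: spot-positive cell cutoff set from DMSO-treated cells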
WT yeast gro inh mutant strain: recorded beside WT yeast gro inh, whose call it bears; inhibition, %; mitochondrial fusion phenotypic screen, mutant strain inhibition
Dynein transport cytoplasmic EGFP: second read-out of Dynein transport, no call of its own (marks repeat the call); z-score; measured here: cytoplasmic GR-EGFP intensity; hits give high values
Dynein transport nuclear GR-EGFP: further read-out of Dynein transport, marked with its call; z-score; measured here: nuclear GR-EGFP intensity;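 lower value marks the stronger effect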
Dynein transport cell count: recorded beside Dynein transport, whose call it bears; z-score; measured here: cell count per field
Insulin prom up cell count: further read-out of Insulin prom up, marked with its call; cell count; measured here: cytotoxicity, nuclei count;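 total cells summed across four imaged fields per well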
Lipid droplet cells 6.5 µM: also measured in Lipid droplet; calls as there; cell count; measured here: cell count, cytotoxicity flag;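 cells counted across two imaged fields per well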
bCat nuc transl cell count 5 µM: recorded beside bCat nuc transl, whose call it bears; cell count; measured here: cell count, cytotoxicity flag
MT stabilize HCS Hoechst-high %: also measured in MT stabilize HCS; calls as there; % Hoechst-high responders; measured here: nuclear condensation Hoechst responders;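 share of cells brighter than vehicle mean plus two SD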
MT stabilize HCS cytotoxicity %: further read-out of MT stabilize HCS, marked with its call; toxicity, %; measured here: cytotoxicity by cell density;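 0% = mean cell density of plate MIN control wells and 100% = no cells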
Autophagy mod cell loss 18 h: recorded beside Autophagy mod, whose call it bears; toxicity, %; measured here: cell loss, nuclei count;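 cell loss after 18 h compound exposure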
An asterisk follows results filed as active.

How did COc1cc(C2C3=C(CCCC3=O)Nc3[nH]n(-c4ccccc4)c(=O)c32)ccc1OC(C)=O (stereo not drawn) do in these assays?
WT yeast gro inh: -3; Insulin prom up: 0.71; bCat nuc transl: -2.1; XIAP displacement: -7.9%; CSM14.1 death rescue: 0.2%; MT stabilize HCS: 1.8; Lipid droplet: 3; Dynein transport: -0.19; Autophagy mod: inactive; WT yeast gro inh mutant strain: 14; Dynein transport cytoplasmic EGFP: -0.28; Dynein transport nuclear GR-EGFP: -0.35; Dynein transport cell count: 1.4; Insulin prom up cell count: 1193; Lipid droplet cells 6.5 µM: 730; bCat nuc transl cell count 5 µM: 1059; MT stabilize HCS Hoechst-high %: 2.3; MT stabilize HCS cytotoxicity %: 6.1; Autophagy mod cell loss 18 h: 1

How did CCCCN(CC)CCNC(=O)c1cc2c(=O)n(C)c3ccccc3c2n1C do in these assays?
WT yeast gro inh: 11; Insulin prom up: -0.91; bCat nuc transl: -6.5; XIAP displacement: 0.4%; CSM14.1 death rescue: -4.7%; MT stabilize HCS: 8.9; Dynein transport: 0.08; Autophagy mod: inactive; WT yeast gro inh mutant strain: 2; Dynein transport cytoplasmic EGFP: -0.11; Dynein transport nuclear GR-EGFP: 0.29; Dynein transport cell count: -0.3; Insulin prom up cell count: 940; bCat nuc transl cell count 5 µM: 1095; MT stabilize HCS Hoechst-high %: 1.3; MT stabilize HCS cytotoxicity %: 2.0; Autophagy mod cell loss 18 h: 15

Results for CC(C)C(C(=O)Nc1sc2c(c1C#N)CCCCC2)N1C(=O)c2ccccc2C1=O (stereo not drawn) ?
WT yeast gro inh: 30; Insulin prom up: 0.46; bCat nuc transl: 0.3; XIAP displacement: -4.9%; CSM14.1 death rescue: -0.8%; MT stabilize HCS: 0.5; Dynein transport: -0.038; Autophagy mod: inactive; WT yeast gro inh mutant strain: 6; Dynein transport cytoplasmic EGFP: -0.2; Dynein transport nuclear GR-EGFP: -0.21; Dynein transport cell count: 0.4; Insulin prom up cell count: 1367; bCat nuc transl cell count 5 µM: 1339; MT stabilize HCS Hoechst-high %: 1.2; MT stabilize HCS cytotoxicity %: 9.1; Autophagy mod cell loss 18 h: 0

What do the screens show for `CC1CCCc2sc3ncn(N)c(=N)c3c21` (stereo not drawn)?
WT yeast gro inh: 3; Insulin prom up: -0.16; bCat nuc transl: 3.4; XIAP displacement: -2.2%; CSM14.1 death rescue: -1.6%; MT stabilize HCS: 7.0; Lipid droplet: 6; Dynein transport: 1.7; Autophagy mod: inactive; WT yeast gro inh mutant strain: 1; Dynein transport cytoplasmic EGFP: 0.0038; Dynein transport nuclear GR-EGFP: 1.9; Dynein transport cell count: -2.7; Insulin prom up cell count: 1589; Lipid droplet cells 6.5 µM: 684; bCat nuc transl cell count 5 µM: 872; MT stabilize HCS Hoechst-high %: 2.0; MT stabilize HCS cytotoxicity %: 3.8; Autophagy mod cell loss 18 h: -3

How did CCc1ccccc1N/N=C(/C)c1c(O)cc(C)oc1=O do in these assays?
WT yeast gro inh: -9; Insulin prom up: 0.37; bCat nuc transl: -4.6; XIAP displacement: -0.3%; CSM14.1 death rescue: -0.9%; MT stabilize HCS: 2.2; Lipid droplet: 20; Dynein transport: -0.81; Autophagy mod: inactive; WT yeast gro inh mutant strain: -11; Dynein transport cytoplasmic EGFP: -0.17; Dynein transport nuclear GR-EGFP: -0.09; Dynein transport cell count: -0.033; Insulin prom up cell count: 1293; Lipid droplet cells 6.5 µM: 653; bCat nuc transl cell count 5 µM: 1145; MT stabilize HCS Hoechst-high %: 0.9; MT stabilize HCS cytotoxicity %: 3.3; Autophagy mod cell loss 18 h: 1

What do the screens show for `Cc1ncc([N+](=O)[O-])n1CCOC(=O)NC(Nc1ccc(F)cc1)C(Cl)(Cl)Cl` (stereo not drawn)?
Insulin prom up: 0.19; bCat nuc transl: 0.2; Lipid droplet: 26; Dynein transport: -0.3; Dynein transport cytoplasmic EGFP: 0.2; Dynein transport nuclear GR-EGFP: 0.69; Dynein transport cell count: -1.4; Insulin prom up cell count: 1032; Lipid droplet cells 6.5 µM: 743; bCat nuc transl cell count 5 µM: 1328

What do the screens show for `CCOC(=O)/C=C/C(=O)Nc1ccc(S(=O)(=O)N2CCCCCC2)cc1`?
WT yeast gro inh: 1; Insulin prom up: 0.59; bCat nuc transl: 1.0; XIAP displacement: -2.9%; CSM14.1 death rescue: 0.4%; MT stabilize HCS: 1.0; Lipid droplet: -17; Dynein transport: 1.3; Autophagy mod: inactive; WT yeast gro inh mutant strain: -3; Dynein transport cytoplasmic EGFP: 0.071; Dynein transport nuclear GR-EGFP: 0.66; Dynein transport cell count: -2; Insulin prom up cell count: 1451; Lipid droplet cells 6.5 µM: 693; bCat nuc transl cell count 5 µM: 1062; MT stabilize HCS Hoechst-high %: 1.4; MT stabilize HCS cytotoxicity %: 0.1; Autophagy mod cell loss 18 h: 7

Results for O=C(NC1CC1)C1=C[C@H](c2ccc(C(F)(F)F)cc2)C[C@H](OCc2ccc(CO)cc2)O1 ?
WT yeast gro inh: -7; Insulin prom up: 0.54; bCat nuc transl: -2.9; XIAP displacement: -5.0%; CSM14.1 death rescue: 1.9%; MT stabilize HCS: 2.0; Lipid droplet: -30; Dynein transport: -0.91; Autophagy mod: inactive; WT yeast gro inh mutant strain: -2; Dynein transport cytoplasmic EGFP: -0.31; Dynein transport nuclear GR-EGFP: -0.2; Dynein transport cell count: 0.018; Insulin prom up cell count: 1427; Lipid droplet cells 6.5 µM: 677; bCat nuc transl cell count 5 µM: 1213; MT stabilize HCS Hoechst-high %: 1.4; MT stabilize HCS cytotoxicity %: 3.3; Autophagy mod cell loss 18 h: -4

How did O=C(COC(=O)CNC(=O)c1ccccc1)Nc1cccc(Br)c1 do in these assays?
WT yeast gro inh: -10; Insulin prom up: -0.32; bCat nuc transl: -0.4; XIAP displacement: 8.4%; CSM14.1 death rescue: 3.4%; MT stabilize HCS: 2.1; Lipid droplet: -5; Dynein transport: 0.28; Autophagy mod: inactive; WT yeast gro inh mutant strain: 6; Dynein transport cytoplasmic EGFP: -0.25; Dynein transport nuclear GR-EGFP: -0.024; Dynein transport cell count: -1.1; Insulin prom up cell count: 1556; Lipid droplet cells 6.5 µM: 627; bCat nuc transl cell count 5 µM: 1122; MT stabilize HCS Hoechst-high %: 3.0; MT stabilize HCS cytotoxicity %: 7.9; Autophagy mod cell loss 18 h: 7

What do the screens show for `O=C(CCC(=O)Nc1nnc(C2CCCCC2)s1)NCc1ccccc1`?
Insulin prom up: -0.45; bCat nuc transl: 0.8; Lipid droplet: 15; Dynein transport: 0.19; Dynein transport cytoplasmic EGFP: -0.049; Dynein transport nuclear GR-EGFP: 0.31; Dynein transport cell count: -1.7; Insulin prom up cell count: 1078; Lipid droplet cells 6.5 µM: 718; bCat nuc transl cell count 5 µM: 1295

What do the screens show for `O=S(=O)(/C=C/c1ccccc1)c1ccccc1`?
WT yeast gro inh: 5; Insulin prom up: 0.36; bCat nuc transl: -3.8; XIAP displacement: -7.8%; CSM14.1 death rescue: -1.0%; MT stabilize HCS: 1.1; Lipid droplet: 1; Dynein transport: 0.32; Autophagy mod: inactive; WT yeast gro inh mutant strain: 4; Dynein transport cytoplasmic EGFP: 0.1; Dynein transport nuclear GR-EGFP: 0.42; Dynein transport cell count: -0.77; Insulin prom up cell count: 801; Lipid droplet cells 6.5 µM: 705; bCat nuc transl cell count 5 µM: 1097; MT stabilize HCS Hoechst-high %: 2.0; MT stabilize HCS cytotoxicity %: 7.7; Autophagy mod cell loss 18 h: 0

What do the screens show for `CCOC(=O)/C(=N\Nc1ccccc1)S(=O)(=O)c1ccccc1`?
WT yeast gro inh: 6; Insulin prom up: 0.21; XIAP displacement: -4.6%; CSM14.1 death rescue: 1.7%; MT stabilize HCS: 1.3; Lipid droplet: 0; Dynein transport: -0.65; Autophagy mod: inactive; WT yeast gro inh mutant strain: 2; Dynein transport cytoplasmic EGFP: -0.18; Dynein transport nuclear GR-EGFP: -0.15; Dynein transport cell count: 0.48; Insulin prom up cell count: 925; Lipid droplet cells 6.5 µM: 781; MT stabilize HCS Hoechst-high %: 1.5; MT stabilize HCS cytotoxicity %: 12; Autophagy mod cell loss 18 h: 4

Two consecutive compounds out of the list so far, for reference:
How did COc1cc(C2C3=C(CCCC3=O)Nc3[nH]n(-c4ccccc4)c(=O)c32)ccc1OC(C)=O (stereo not drawn) do in these assays?
WT yeast gro inh: -3; Insulin prom up: 0.71; bCat nuc transl: -2.1; XIAP displacement: -7.9%; CSM14.1 death rescue: 0.2%; MT stabilize HCS: 1.8; Lipid droplet: 3; Dynein transport: -0.19; Autophagy mod: inactive; WT yeast gro inh mutant strain: 14; Dynein transport cytoplasmic EGFP: -0.28; Dynein transport nuclear GR-EGFP: -0.35; Dynein transport cell count: 1.4; Insulin prom up cell count: 1193; Lipid droplet cells 6.5 µM: 730; bCat nuc transl cell count 5 µM: 1059; MT stabilize HCS Hoechst-high %: 2.3; MT stabilize HCS cytotoxicity %: 6.1; Autophagy mod cell loss 18 h: 1

How did CCCCN(CC)CCNC(=O)c1cc2c(=O)n(C)c3ccccc3c2n1C do in these assays?
WT yeast gro inh: 11; Insulin prom up: -0.91; bCat nuc transl: -6.5; XIAP displacement: 0.4%; CSM14.1 death rescue: -4.7%; MT stabilize HCS: 8.9; Dynein transport: 0.08; Autophagy mod: inactive; WT yeast gro inh mutant strain: 2; Dynein transport cytoplasmic EGFP: -0.11; Dynein transport nuclear GR-EGFP: 0.29; Dynein transport cell count: -0.3; Insulin prom up cell count: 940; bCat nuc transl cell count 5 µM: 1095; MT stabilize HCS Hoechst-high %: 1.3; MT stabilize HCS cytotoxicity %: 2.0; Autophagy mod cell loss 18 h: 15
